Assay outcomes from PubChem BioAssay.
Abeta rescue = restores growth of yeast expressing A-beta42 peptide; yeast expressing A-beta42, growth rescue, OD600, 48 h; response scale: 0% DMSO, 100% iron-clioquinol control; Potency, µM (top dose mostly 46.1 µM), for the others: at the highest dose growth rescue, hits mostly activators; 0.063% of 410,000 active; AID 1347071; also: potency is read from the fitted curve at half-maximal effect; nearly all actives have a fitted effect of over 55% in size
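Yeast growth medium received pinned compounds, then yeast cells expressing toxic A-beta were added; plates incubated at 30 C for 48 hr. Growth read as absorbance at 600 nm, normalized to DMSO and equimolar FeCl3 plus clioquinol controls.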
aSyn yeast inh = rescues yeast growth from alpha-synuclein toxicity. Yeast expressing alpha-synuclein, growth rescue, BacTiter-Glo, 24 h. Potency, µM (top dose mostly 46.1 µM), without a hit: top-dose growth rescue (activation), actives largely listed as activators. 0.14% of 370,000 active. AID 652106; also: potency is read from the fitted curve at half-maximal effect; % of control where 0% means no effect; nearly all actives have a fitted effect of over 65% in size
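Readout is rescue of growth in alpha-synuclein-expressing yeast, so inhibitors of toxicity appear as activators. Growth after 24 hr at 30 deg C in galactose medium is quantified by luminescence.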
EPAC1 ag = EPAC1 (human) agonism | EPAC1 agonist qHTS, biochemical assay; response scale: 100% = response to 6.5 mM cAMP | Potency, µM (doses to about 154 µM), without a hit: top-dose activation, usual class: activators | O95398 | 0.073% of 360,000 active; also: potency is read from the fitted curve at half-maximal effect; nearly all actives have a fitted effect of over 60% in size
Target sequence (O95398 whole entry, looked up): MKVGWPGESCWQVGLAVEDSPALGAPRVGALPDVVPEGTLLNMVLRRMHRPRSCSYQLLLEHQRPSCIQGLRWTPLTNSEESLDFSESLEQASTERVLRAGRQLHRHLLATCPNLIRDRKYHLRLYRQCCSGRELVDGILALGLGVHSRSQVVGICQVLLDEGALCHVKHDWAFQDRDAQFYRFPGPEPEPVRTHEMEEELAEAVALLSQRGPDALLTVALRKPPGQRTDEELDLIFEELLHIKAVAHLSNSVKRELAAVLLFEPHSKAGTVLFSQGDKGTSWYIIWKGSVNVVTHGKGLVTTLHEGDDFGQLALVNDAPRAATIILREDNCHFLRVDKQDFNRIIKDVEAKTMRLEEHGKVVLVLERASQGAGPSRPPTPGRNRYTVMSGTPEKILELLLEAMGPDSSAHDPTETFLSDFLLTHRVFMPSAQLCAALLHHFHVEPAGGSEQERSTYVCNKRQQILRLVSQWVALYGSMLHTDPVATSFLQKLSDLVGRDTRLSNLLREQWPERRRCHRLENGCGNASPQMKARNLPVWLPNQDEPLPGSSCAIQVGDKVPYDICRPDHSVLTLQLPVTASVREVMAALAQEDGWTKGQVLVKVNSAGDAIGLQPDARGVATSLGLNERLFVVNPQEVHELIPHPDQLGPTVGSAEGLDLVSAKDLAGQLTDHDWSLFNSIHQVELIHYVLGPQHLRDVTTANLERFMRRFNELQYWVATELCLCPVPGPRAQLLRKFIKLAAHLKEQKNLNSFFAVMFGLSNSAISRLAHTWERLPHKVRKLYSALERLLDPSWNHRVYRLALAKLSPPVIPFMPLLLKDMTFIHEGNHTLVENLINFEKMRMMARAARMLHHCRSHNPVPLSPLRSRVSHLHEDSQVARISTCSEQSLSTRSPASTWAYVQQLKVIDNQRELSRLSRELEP
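Normalized to 6.5 mM cAMP, activity reflects EPAC1-catalysed release of BODIPY-GDP from Rap1B, followed kinetically over 30 min at 480 nm excitation, 540 nm emission. Reaction contained 100 nM EPAC1, 250 nM Rap1B-BODIPY-GDP, 50 uM GDP.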
PI5P4K alpha inh = inhibitors of human PI5P4K alpha | P48426 | PI5P4Kalpha enzyme, ADP-Glo luminescence, 60 min; active compounds read low | max response, % | 1.2% of 330,000 active | AID 652105; active = max response of -50% or lower; inconclusive = between -30% and -50%; inactive = -30% or higher; also: value at the top dose of about 77 µM; % is scaled to controls: 0 for no effect and ±100 for the full control effect
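Quantitative HTS of the MLSMR library against PI5P4Kalpha with substrate. ATP added last at 5 microM final; room temperature, 60 minutes. Remaining ATP depleted, ADP converted and read as luminescence.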
FUS yeast rescue = rescues growth of FUS-expressing yeast. AID 1347120. S. cerevisiae FUS-expressing, growth rescue, OD600, 24 h. 0.24% of 390,000 active. Potency, µM (top dose mostly 76.6 µM), for the others: top-dose growth rescue (activation), hits mostly activators;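 also: potency is read from the fitted curve at half-maximal effect; plate controls were DMSO vehicle for no effect and reference control for full effect; nearly all actives have a fitted effect of over 55% in size; some results filed as inactive show a strong effect at the top dose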
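Steps: raffinose overnight preculture; dilution to OD 0.005 in 2% galactose minimal medium; compound addition (concentration series); 24hr at 30C, 99% humidity; absorbance read at 600 nm.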
EPAC1 antag = EPAC1 (human) antagonism | AID 720709 | EPAC1 GEF assay, Rap1b-BODIPY-GDP exchange fluorescence | Potency, µM (doses to about 115 µM), for inactives: at the top dose activity change, negative = inhibition, hits mostly inhibitors | O95398 | 0.14% of 360,000 active;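 also: potency is read from the fitted curve at half-maximal effect; plate controls were vehicle for no effect and positive control for full effect; nearly all actives have a fitted effect of over 50% in size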
PLK1 PBD inh = PLK1 (human) polo-box domain binding inhibition | P53350 | Plk1 PBD binding of FITC phosphopeptide, fluorescence polarization | Potency, µM, inactives show max response, negative = inhibition, hits mostly inhibitors | 2.8% of 360,000 active | AID 720504; also: potency is read from the fitted curve at half-maximal effect; series mostly up to about 57 µM; % is scaled to controls: 0 for no effect and ±100 for the full control effect; nearly all actives have a fitted effect of over 65% in size
WRN inhibitor = WRN helicase (human) inhibition; 0.46% of 360,000 active; Q14191; Potency, µM (highest dose often 114 µM), for inactives: top-dose activity change, negative = inhibition, hits mostly inhibitors; WRN helicase unwinding, fluorescent forked duplex, kinetic; also: potency is read from the fitted curve at half-maximal effect; % is scaled to controls: 0 for no effect and ±100 for the full control effect; nearly all actives have a fitted effect of over 55% in size
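WRN at 20 nM final preincubated with compound 15 min at room temperature; reaction started with 100 nM fluorophore/quencher forked duplex oligonucleotide and 2 mM ATP final. Unwinding followed kinetically by red fluorescence (ex 525, em 598 nm).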
IL-2 act = activates IL-2 in a cell-based reporter assay; IL-2 activation reporter assay, cell-based qHTS; stimulated with anti-CD3/CD4/CD28 beads; in transgenic mouse T cells; activation, % (series mostly up to about 46 µM); 0.065% of 360,000 active; in the data active = activation above about 50%; inconclusive = mostly about 30% to 49%; also: 0% is about no effect
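EGFP and DsRed fluorescence is measured by plate cytometry in unstimulated transgenic mouse T cells exposed to compound for 60 minutes, then stimulated 18 hours at 37 degrees C with anti-CD3/anti-CD4 beads plus anti-CD28.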
Starred values were filed as active, the others as inactive; u = inconclusive; x = not tested or not shown; [ ] = dose if it differs, or a comment. Unless noted, calls follow the shape of the dose curve; as a rule, active = well fitted curve in the direction sought with a large enough effect; inconclusive = small, poorly fitted or top-dose-only effect, or another doubt; inactive = no such curve, though single readings can be large; an effect the other way counts as inactive or inconclusive.

item | Compound | aSyn yeast inh | EPAC1 antag | PI5P4K alpha inh | Abeta rescue | EPAC1 ag | WRN inhibitor | IL-2 act | FUS yeast rescue | PLK1 PBD inh
1 | N#Cc1ccc(NC(=O)Cn2cnc(S(=O)(=O)N3CCCCC3)c2)cc1 | -3% | -5% | -2 | 5% | 11% | -2% | -0.9 | 11% | -16%
2 | CCN(CC)CC(=O)Nc1cc(N(C)C)nc2ccccc12 | -2% | 2% | -1 | -22% | 7% | u | 4.0 | u | -7%
3 | CCOC(=O)C(CCCCCCP(=O)(c1ccccc1)c1ccccc1)NC(C)=O (stereo not drawn) | -6% | -16% | 7 | -11% | -7% | u | 5.2 | 6% | -5%
4 | COc1ccc(-c2csc(NC(=O)CSc3nc(SC)ns3)n2)cc1 | -13% | -10% | 1 | 25% | 5% | 5% | 0.4 | -24% | -12%
5 | Cc1cccc(NC(=O)CN2C(=O)S/C(=C\c3ccc(O)c([N+](=O)[O-])c3)C2=O)c1 | 6% | u | u | 8% | -6% | u | -0.5 | 37% | -27%
6 | CCOC(=O)c1nnn(CC(=O)N2N=C(c3ccc(Cl)cc3)CC2c2ccccc2)c1C(=O)OCC (stereo not drawn) | 1% | -11% | x | -6% | 8% | -1% | -1.0 | 21% | -10%
7 | N#Cc1c(NC(=O)C2C3C=CC(C3)C2C(=O)O)sc2c1CCCCC2 (stereo not drawn) | 0% | 0% | 7 | -11% | 7% | -4% | -1.1 | 14% | -10%
8 | O=S(=O)(Nc1cccc(S(=O)(=O)N2CCOCC2)c1)c1cccs1 | -1% | u | -7 | 9% | 2% | -14% | -2.9 | x | 1%
9 | CCOC(=O)N1CCC(NC(=O)C2CCN(S(=O)(=O)c3cccs3)CC2)CC1 | -4% | 2% | x | 13% | -8% | 6% | -2.4 | 9% | 0%
10 | Cc1ccc(-c2nc3c4ccccc4ccn3c2Cc2ccsc2)cc1 | 5% | 4% | -1 | 3% | 7% | -6% | 1.8 | 30% | 4%
11 | C/C(=N/NC(=O)c1ccc(Br)o1)c1cccc(NC(=O)c2ccc(C)o2)c1 | -3% | -22% | u | 1% | 5% | -30% | -3.7 | -7% | 7.5µM*
12 | COc1ccc(-c2c(N)nnc3c2[nH]c2ccccc23)cc1OC | -1% | 8% | 3 | 18% | 2% | -11% | -1.6 | 5% | u
13 | CC(=O)Nc1ccc(S(=O)(=O)NCC(=O)OCC(=O)NC(=O)c2cccn2C)cc1 | 9% | 3% | -8 | -7% | -2% | 1% | -0.9 | 31% | -4%
14 | Cc1nc(C(=O)Nc2ccccc2Cl)cc2c1[nH]c1ccccc12 | -9% | -22% | 1 | -16% | 0% | -1% | -0.9 | 26% | -7%
15 | COC(=O)C1CCN(CCCOc2ccc(CN3CCN(c4ccc([N+](=O)[O-])cc4)CC3)cc2)CC1 | 0% | -2% | 7 | -9% | -3% | -3% | -1.6 | -5% | -16%
16 | O=C(C[C@@H]1C/C=C/CC[C@@H](Cc2ccc(F)cc2)C(=O)O[C@@H](c2ccccc2)CNC1=O)NCCO | -2% | 4% | 4 | -10% | -4% | 8% | -0.6 | 17% | -1%
17 | Cc1ccc(S(=O)(=O)NCCC(=O)Nc2cc(S(=O)(=O)N(C)C)ccc2C)cc1C | -3% | -17% | 2 | -2% | 1% | 17% | 0.0 | 29% | 0%
18 | O=C(NC(=C(Cl)Cl)S(=O)(=O)c1ccc(Cl)cc1)c1ccccc1 | -3% | -6% | 2 | -14% | 3% | -9% | -1.9 | -11% | u
19 | O=C(COCc1cc(-c2ccc3c(c2)OCO3)on1)Nc1cccnc1 | 0% | 1% | 2 | -1% | 19% | -7% | -1.0 | 5% | -6%
20 | Cc1nn(CC(=O)NC2CCS(=O)(=O)C2)c(C)c1[N+](=O)[O-] (stereo not drawn) | -7% | 3% | 2 | -14% | 2% | -15% | 0.3 | -2% | 3%
21 | O=C(CN1C(=O)CCC1=O)Nc1nc(-c2ccc3ccccc3c2)cs1 | 5% | 2% | -4 | -3% | 11% | 4% | 0.2 | -16% | 1%
22 | O=C(NCC1CC1)c1ccc(-n2ccnc2)c2ccoc12 | 1% | 6% | -2 | -3% | 0% | -10% | 0.1 | -30% | -4%
23 | CN=C(NC#N)SCC(=O)c1ccc(Cl)cc1Cl | -1% | -1% | x | -9% | 0% | -25% | -1.6 | 34% | -6%
24 | COc1cccc(NC(=O)COC(=O)COc2ccccc2[N+](=O)[O-])c1 | 0% | -3% | -12 | u | 1% | -12% | -0.3 | x | -4%
25 | COc1nc(-c2ccccc2)ncc1S(=O)(=O)c1ccccc1 | 3% | u | 5 | -7% | 15% | -1% | -0.6 | 2% | -12%

Among those listed so far, these contain a nitro group on carbon.
item | Compound | aSyn yeast inh | EPAC1 antag | PI5P4K alpha inh | Abeta rescue | EPAC1 ag | WRN inhibitor | IL-2 act | FUS yeast rescue | PLK1 PBD inh
5 | Cc1cccc(NC(=O)CN2C(=O)S/C(=C\c3ccc(O)c([N+](=O)[O-])c3)C2=O)c1 | 6% | u | u | 8% | -6% | u | -0.5 | 37% | -27%
15 | COC(=O)C1CCN(CCCOc2ccc(CN3CCN(c4ccc([N+](=O)[O-])cc4)CC3)cc2)CC1 | 0% | -2% | 7 | -9% | -3% | -3% | -1.6 | -5% | -16%
20 | Cc1nn(CC(=O)NC2CCS(=O)(=O)C2)c(C)c1[N+](=O)[O-] (stereo not drawn) | -7% | 3% | 2 | -14% | 2% | -15% | 0.3 | -2% | 3%
24 | COc1cccc(NC(=O)COC(=O)COc2ccccc2[N+](=O)[O-])c1 | 0% | -3% | -12 | u | 1% | -12% | -0.3 | x | -4%

New compounds follow:
item | Compound | aSyn yeast inh | EPAC1 antag | PI5P4K alpha inh | Abeta rescue | EPAC1 ag | WRN inhibitor | IL-2 act | FUS yeast rescue | PLK1 PBD inh
26 | Cc1nc(C(N)=O)c(N)n1CCc1ccccc1 | -8% | -22% | 1 | -15% | 3% | 0% | -3.0 | 24% | -18%
27 | CSc1ncc(CN2CCN(CC=C(C)C)C(CCO)C2)cn1 (stereo not drawn) | -7% | 4% | 2 | -1% | -4% | 10% | -0.3 | -2% | -4%
28 | CCCCCC(=O)Nc1ccc(N2CCN(C(=O)CCC)CC2)cc1 | 1% | -11% | 5 | 11% | 11% | -31% | 0.4 | 14% | -10%
29 | Cn1c(-c2ccc3ccccc3n2)nc2cnccc21 | -8% | -4% | -1 | -21% | 2% | -8% | -0.3 | 18% | -3%
30 | CCOc1ccc(/C=N/NC(=O)c2[nH]c3ccc(C)cc3c2C)cc1 | -2% | -24% | 10 | -15% | 11% | 7% | 0.3 | 12% | -1%
31 | CC(C)OC(=O)NCCOC(=O)Nc1ccc(Cl)cc1 | -2% | -22% | -8 | 26% | -7% | -3% | 2.1 | -3% | -12%
32 | COc1ccc(-c2csc(NC(=O)CSc3nc4ccccc4c(=O)[nH]3)n2)cc1 | 3% | -13% | -20 | 5% | 10% | -10%[11.6 µM] | 0.7 | 19% | -14%
33 | COCc1cc(C)nc2sc(C(=O)Nc3ccccc3C)c(N)c12 | 0% | -4% | -4 | 16% | -1% | -10% | -1.2 | 4% | 10%
34 | CC1(C)NC(=O)N(CC(O)COc2ccccc2[N+](=O)[O-])C1=O (stereo not drawn) | -2% | -6% | 1 | -4% | 0% | 7% | 0.1 | 11% | -10%
35 | C[C@]12c3[nH]c4ccccc4c3CCN1C(=O)C(CC(=O)NCCN1CCOCC1)C[C@@H]2C(=O)N1CCOCC1 (stereo partly drawn) | -2% | 6% | -4 | -11% | -5% | 7% | -0.5 | -8% | -18%
36 | CN(C(=O)COC(=O)c1ccccc1OCc1ccc(Cl)cc1)c1c(N)n(Cc2ccccc2)c(=O)[nH]c1=O | 0% | -1% | 1 | 6% | -7% | 6% | -4.0 | -2% | -3%
37 | Cc1nc2c3ccccc3nc(NNC(=O)CCC(=O)N3CCC(C)CC3)n2n1 | 4% | -7% | 2 | x | 8% | -4% | 0.6 | -1% | -1%
38 | Cc1cccc(NC(=O)CSCC(=O)NCc2cccc(C(F)(F)F)c2)c1 | 18% | -6% | 13 | 13% | -4% | -4% | -2.1 | 6% | -2%
39 | CCOC(=O)C1(CCOC)CCN(CC(C)Cc2ccc3c(c2)OCO3)CC1 (stereo not drawn) | -4% | -4% | 8 | 3% | -7% | 11% | 0.5 | 15% | -13%
40 | O=C(COC(=O)c1ccc(S(=O)(=O)N2CCCCCC2)cc1)NCc1ccc(F)cc1 | -2% | 4% | -5 | 9% | -7% | 21% | -1.7 | -8% | -13%
41 | COc1ccc(NC(=O)Cn2nc(C(=O)O)c3ccccc3c2=O)cc1Cl | 0% | 2% | -11 | 4% | 1% | -2% | 0.0 | -1% | -1%
42 | O=C(NCc1ccccc1CN1CCCCC1)c1ccc(Cl)cc1N1CCCC1=O | -2% | 10% | -1 | -6% | 1% | -5% | 0.7 | -16% | 1%
43 | CCCN(CC(=O)Nc1ccccc1C)C(=O)CSc1ccccc1C | 0% | -12% | 1 | -4% | 8% | 0% | -0.5 | 9% | -8%
44 | COc1ccc(CN2C(=O)c3ccccc3C2=O)cc1C(=O)OCC(=O)NC1CCCCC1 | 1% | 6% | 7 | -8% | 2% | -3% | 0.1 | 23% | -15%
45 | Cc1nonc1NC(=O)CSc1nc2ccc(Cl)cc2[nH]1 | 4% | 8% | -6 | 2% | 1% | 2% | -0.5 | 16% | -3%

Sorted by SMILES length (low to high): some entries from above
item | Compound | aSyn yeast inh | EPAC1 antag | PI5P4K alpha inh | Abeta rescue | EPAC1 ag | WRN inhibitor | IL-2 act | FUS yeast rescue | PLK1 PBD inh
45 | Cc1nonc1NC(=O)CSc1nc2ccc(Cl)cc2[nH]1 | 4% | 8% | -6 | 2% | 1% | 2% | -0.5 | 16% | -3%
30 | CCOc1ccc(/C=N/NC(=O)c2[nH]c3ccc(C)cc3c2C)cc1 | -2% | -24% | 10 | -15% | 11% | 7% | 0.3 | 12% | -1%
41 | COc1ccc(NC(=O)Cn2nc(C(=O)O)c3ccccc3c2=O)cc1Cl | 0% | 2% | -11 | 4% | 1% | -2% | 0.0 | -1% | -1%
